Screens: PubChem, The Scripps Research Institute Molecular Screening Center
GPR151 ag: activators of human GPR151, primary screen, cell-based, PathHunter beta-arrestin, luminescence. G-protein coupled receptor 151 (Homo sapiens), Q8TDV0. 650,000 compounds, 1% hits. activation, % at 11.2 µM. AID 1508602, 2020. PathHunter beta-arrestin GPR151 cells; in the data active means activation above about 4.9%;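 further: 0% = median of compound wells and 100% = cells with positive control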
Target sequence (Q8TDV0 whole entry, looked up): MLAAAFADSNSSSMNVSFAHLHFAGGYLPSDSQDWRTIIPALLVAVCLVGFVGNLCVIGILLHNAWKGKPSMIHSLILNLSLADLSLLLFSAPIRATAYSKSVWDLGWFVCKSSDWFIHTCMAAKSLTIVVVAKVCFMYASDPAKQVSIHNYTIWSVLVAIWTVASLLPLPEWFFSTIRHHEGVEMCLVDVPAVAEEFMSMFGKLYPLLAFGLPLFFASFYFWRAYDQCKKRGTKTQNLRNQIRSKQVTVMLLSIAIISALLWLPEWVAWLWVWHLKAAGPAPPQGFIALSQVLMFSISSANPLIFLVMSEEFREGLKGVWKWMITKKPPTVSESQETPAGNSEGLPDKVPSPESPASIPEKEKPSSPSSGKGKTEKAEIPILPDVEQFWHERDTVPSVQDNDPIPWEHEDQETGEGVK
TEAD-YAP inh: TEAD-YAP interaction inhibition, primary screen, TEAD-YAP interaction inhibitor project, luminescence, HEK-TIYL cells; inhibition, % at 9.12 µM; TEAD-Gal4/YAP UAS-luciferase luminescence; AID 1259422, 2018; 640,000 compounds, 1.4% hits; in the data active means inhibition above about 32%;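 further: 0% = median of test compound wells and 100% = reference inhibitor wells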
MITF primary: MITF inhibitors, primary screen, biochemical, AlphaScreen, human; Microphthalmia-associated transcription factor (Homo sapiens), O75030; AlphaScreen MITF homodimerization, bead proximity signal; inhibition, % at 2.6 µM; 650,000 compounds, 0.91% hits; AID 1259374, 2018; in the data active means inhibition above about 50%;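 further: 0% = vehicle wells with protein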
FBW7 act: FBW7 E3 ligase activators, primary screen, biochemical, AlphaScreen, human; normalized activity (activation), % at 26.1 µM; 650,000 compounds, 0.13% hits; F-box/WD repeat-containing protein 7 (Homo sapiens), Q969H0; AlphaScreen FBW7–phospho-cyclin E peptide binding, activator screen; in the data active means normalized activity above about 1.9%;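 further: purified mutant Fbw7 with reduced substrate affinity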
Target sequence (Q969H0 whole entry, looked up): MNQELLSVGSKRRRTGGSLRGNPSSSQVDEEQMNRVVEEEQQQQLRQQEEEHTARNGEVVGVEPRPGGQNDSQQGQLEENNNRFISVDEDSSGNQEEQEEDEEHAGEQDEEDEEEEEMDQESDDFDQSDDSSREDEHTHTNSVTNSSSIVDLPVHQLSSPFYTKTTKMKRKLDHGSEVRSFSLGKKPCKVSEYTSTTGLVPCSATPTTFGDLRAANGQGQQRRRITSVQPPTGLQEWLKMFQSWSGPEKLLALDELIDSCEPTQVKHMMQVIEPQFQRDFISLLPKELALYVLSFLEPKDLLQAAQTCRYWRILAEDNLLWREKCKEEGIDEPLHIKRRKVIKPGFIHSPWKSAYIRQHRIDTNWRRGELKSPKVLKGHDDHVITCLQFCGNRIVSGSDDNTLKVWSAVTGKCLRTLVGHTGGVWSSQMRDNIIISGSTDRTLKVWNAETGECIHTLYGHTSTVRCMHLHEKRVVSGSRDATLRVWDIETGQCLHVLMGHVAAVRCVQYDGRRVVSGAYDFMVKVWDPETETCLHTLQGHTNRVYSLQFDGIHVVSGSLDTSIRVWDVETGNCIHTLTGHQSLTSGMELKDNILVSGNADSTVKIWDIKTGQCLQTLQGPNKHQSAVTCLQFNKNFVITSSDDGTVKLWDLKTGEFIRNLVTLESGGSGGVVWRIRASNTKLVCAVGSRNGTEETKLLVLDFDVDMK
An asterisk follows results filed as active. The order is random; overall some 3.4% were active at least once.

What do the screens show for `N#Cc1ccccc1NC(=O)CSc1nc2ccccc2s1`?
GPR151 ag: 1.3; TEAD-YAP inh: -1; MITF primary: -3; FBW7 act: -0.2

What do the screens show for `Cc1ccc(CN2CCNC(=O)C2CC(=O)NCCCc2scnc2C)o1` (stereo unspecified)?
GPR151 ag: -0.1; TEAD-YAP inh: -3; MITF primary: -9; FBW7 act: 0.0

Results for N#CC1=C(N)Oc2cc3ccccc3cc2C1c1ccc(F)cc1 (stereo unspecified) ?
GPR151 ag: 3.2; TEAD-YAP inh: 47*; MITF primary: -7; FBW7 act: -0.1

Results for CC1CCc2sc(NC(=O)c3cc(Cl)ccc3[N+](=O)[O-])c(C(N)=O)c2C1 (stereo unspecified) ?
GPR151 ag: -0.3; TEAD-YAP inh: -3; MITF primary: 7; FBW7 act: 0.0

What do the screens show for `O=C1N(Cc2cccc(Cl)c2)C[C@@H]2C[C@@H](c3ccsc3)N3CCC[C@@]123`?
GPR151 ag: 3.0; TEAD-YAP inh: -11; MITF primary: -33; FBW7 act: 0.0

How did CN(C)c1cccc(Nc2nccn3c(-c4cccc(F)c4)cnc23)c1 do in these assays?
GPR151 ag: 1.1; TEAD-YAP inh: -40; MITF primary: 11; FBW7 act: 0.2

How did Cc1ccc(NC(=O)c2ccc3ncsc3c2)cc1 do in these assays?
GPR151 ag: 1.7; TEAD-YAP inh: -52; MITF primary: 10; FBW7 act: 0.6

Results for CC(=O)NC(C1C(=O)CC(C)(C)CC1=O)(C(F)(F)F)C(F)(F)F ?
GPR151 ag: -1.3; TEAD-YAP inh: -4; MITF primary: 2; FBW7 act: 0.4

How did CC(=O)Oc1ccc(/C=C2\N=C(c3ccc(Br)cc3)OC2=O)cc1 do in these assays?
GPR151 ag: -0.6; TEAD-YAP inh: 9; MITF primary: 6; FBW7 act: 0.0

Results for CCN(CC)C(=O)CSc1nc2ccccc2n1CC(=O)NC(C)C ?
GPR151 ag: 0.4; TEAD-YAP inh: -1; MITF primary: 5; FBW7 act: 0.1

Results for Cc1cccc(OCCn2c(NC(=O)c3ccc([N+](=O)[O-])cc3)nc3ccccc32)c1 ?
GPR151 ag: 0.7; TEAD-YAP inh: 3; MITF primary: 7; FBW7 act: 0.0

What do the screens show for `COc1ccccc1C(=O)NC1(C(F)(F)F)C(=O)Nc2c1c(=O)n(C)c(=O)n2C` (stereo unspecified)?
GPR151 ag: 0.2; TEAD-YAP inh: 13; MITF primary: 1; FBW7 act: -0.1

What do the screens show for `CC(=O)NCCNC(=O)c1ccc([N+](=O)[O-])c(C)c1`?
GPR151 ag: -0.2; TEAD-YAP inh: -1; MITF primary: 49; FBW7 act: 0.1

What do the screens show for `C/C(CC(=O)NC1CCCCC1)=N\NC(=O)c1ccccc1C`?
GPR151 ag: -0.1; TEAD-YAP inh: -36; MITF primary: -2; FBW7 act: -0.1

How did Cc1sc2nc(COC(=O)c3ccc(I)cc3)[nH]c(=O)c2c1C do in these assays?
GPR151 ag: 1.1; TEAD-YAP inh: 13; MITF primary: -13; FBW7 act: 0.0

What do the screens show for `CC(=O)Oc1ccc2c(C(F)(F)F)cc(=O)oc2c1`?
GPR151 ag: -0.3; TEAD-YAP inh: 0; MITF primary: -7; FBW7 act: 0.2

How did CC1CC(C)CN(C(=O)c2sc3ccccc3c2Cl)C1 (stereo unspecified) do in these assays?
GPR151 ag: -0.6; TEAD-YAP inh: -4; MITF primary: -15; FBW7 act: -0.2

What do the screens show for `CCOC(=O)Oc1ccc2c(=O)c(Oc3ccccc3Cl)coc2c1`?
GPR151 ag: 0.3; TEAD-YAP inh: -3; MITF primary: 8; FBW7 act: 0.1

Results for COc1ccc(OC(C)C(=O)Nc2ccccc2C(N)=O)cc1 (stereo unspecified) ?
GPR151 ag: -1.2; TEAD-YAP inh: 3; MITF primary: 9; FBW7 act: -0.5

What do the screens show for `O=C(c1ccccc1F)N(NC(=O)C(O)(c1ccccc1)c1ccccc1)c1ccccc1`?
GPR151 ag: -0.9; TEAD-YAP inh: -6; MITF primary: 0; FBW7 act: -0.3

How did CCCNC(=O)CCc1nc2cccnc2n1Cc1cccs1 do in these assays?
GPR151 ag: -1.5; TEAD-YAP inh: -5; MITF primary: 15; FBW7 act: 0.8

Results for O=C(O)/C=C/C(=O)N1CCC(C(=O)c2ccc(F)cc2)CC1 ?
GPR151 ag: 0.9; TEAD-YAP inh: 3; MITF primary: -3; FBW7 act: -0.2

Results for CCOc1cc(C2NC(=O)N(C)C(C)=C2C(=O)OCCc2ccccc2)ccc1O (stereo unspecified) ?
GPR151 ag: -0.5; TEAD-YAP inh: -3; MITF primary: 11; FBW7 act: 0.2

How did O=C(CSCc1ccc(Br)cc1)NC1CCCC1 do in these assays?
GPR151 ag: 0.3; TEAD-YAP inh: 7; MITF primary: 6; FBW7 act: 0.8

What do the screens show for `COC(=O)c1c(NC(=O)C2CC2)sc(C)c1C`?
GPR151 ag: -0.2; TEAD-YAP inh: -2; MITF primary: 5; FBW7 act: 0.0

How did O=C(NCc1cccs1)c1cnc(Cl)c(Cl)c1 do in these assays?
GPR151 ag: 0.3; TEAD-YAP inh: -7; MITF primary: 3; FBW7 act: 0.3

How did CNC(=O)/C(C#N)=C/c1cn(CCOc2ccccc2F)c2ccccc12 do in these assays?
GPR151 ag: -0.5; TEAD-YAP inh: 0; MITF primary: -13; FBW7 act: 0.0

What do the screens show for `CCOCCCNC(=O)c1cnn2c(C)c(Cc3ccccc3Br)c(C)nc12`?
GPR151 ag: 6.0*; TEAD-YAP inh: -4; MITF primary: 19; FBW7 act: 0.1

How did Cc1ccc(-c2noc(C3CCN(S(=O)(=O)c4ccccc4)CC3)n2)cc1 do in these assays?
GPR151 ag: -0.2; TEAD-YAP inh: 0; MITF primary: -26; FBW7 act: 0.1

How did C/C(Cn1nc([N+](=O)[O-])cc1C)=N\NC(=O)c1cc(Br)n(C)n1 do in these assays?
GPR151 ag: -0.4; TEAD-YAP inh: -55; MITF primary: 1; FBW7 act: 0.0

Sorted by formula weight (low to high): some entries from above
How did O=C(NCc1cccs1)c1cnc(Cl)c(Cl)c1 do in these assays?
GPR151 ag: 0.3; TEAD-YAP inh: -7; MITF primary: 3; FBW7 act: 0.3

How did CNC(=O)/C(C#N)=C/c1cn(CCOc2ccccc2F)c2ccccc12 do in these assays?
GPR151 ag: -0.5; TEAD-YAP inh: 0; MITF primary: -13; FBW7 act: 0.0

How did Cc1ccc(-c2noc(C3CCN(S(=O)(=O)c4ccccc4)CC3)n2)cc1 do in these assays?
GPR151 ag: -0.2; TEAD-YAP inh: 0; MITF primary: -26; FBW7 act: 0.1

Next entries:
How did COc1ccc([N+](=O)[O-])cc1NC(=O)c1cnc(N2CCN(c3ccccc3OC)CC2)c2ccccc12 do in these assays?
GPR151 ag: -1.3; TEAD-YAP inh: 4; MITF primary: 8; FBW7 act: 0.4

What do the screens show for `COCC(=O)NC(CC(C)C)c1nnc2n1CCN(Cc1ccc3c(c1)CCO3)CC2` (stereo unspecified)?
GPR151 ag: -0.8; TEAD-YAP inh: 13; MITF primary: 8; FBW7 act: -0.1

Results for Cn1c(C(=O)NCc2ccc(Cl)cc2)cc2c(=O)n(C)c3ccccc3c21 ?
GPR151 ag: 0.1; TEAD-YAP inh: -3; MITF primary: -3; FBW7 act: 0.6

Results for CC(=O)Nc1ccc(-c2cn3ccccc3n2)cc1 ?
GPR151 ag: -4.5; TEAD-YAP inh: 39*; MITF primary: -1; FBW7 act: 0.2

Results for CC(=O)N(Cc1cc2cc(C)c(C)cc2[nH]c1=O)CC1CCCO1 (stereo unspecified) ?
GPR151 ag: -1.0; TEAD-YAP inh: 6; MITF primary: -1; FBW7 act: 0.1

How did Cc1ccc(CNC(=O)C(C(C)C)N2C(=O)c3ccccc3C2=O)cc1 (stereo unspecified) do in these assays?
GPR151 ag: 1.0; TEAD-YAP inh: -5; MITF primary: 2; FBW7 act: 0.0

Results for Cc1cc(C(=O)Nc2ccccc2Cc2ccccc2)no1 ?
GPR151 ag: 1.8; TEAD-YAP inh: 5; MITF primary: -9; FBW7 act: -0.1

How did Cc1ccc(N=c2c([N+](=O)[O-])nn(-c3ccccc3C)n2O)cc1F do in these assays?
GPR151 ag: 0.2; TEAD-YAP inh: 11; MITF primary: -4; FBW7 act: 0.3

How did Cc1ccc(-c2nc(C(N)=O)c3[nH]c(=O)n(-c4ccc(F)cc4)c3n2)o1 do in these assays?
GPR151 ag: -1.0; TEAD-YAP inh: -3; MITF primary: -6; FBW7 act: -0.2

Results for CN(Cc1cnn(C)c1)C(=O)c1sc2cc(Cl)ccc2c1Cl ?
GPR151 ag: -1.3; TEAD-YAP inh: 2; MITF primary: 4; FBW7 act: 0.0

What do the screens show for `Cc1cc(C)cc(N2C(=O)NC(=O)/C(=C\c3ccc(N4CCCC4)o3)C2=O)c1`?
GPR151 ag: 0.3; TEAD-YAP inh: -9; MITF primary: -5; FBW7 act: -0.2

What do the screens show for `CCN1CCN(CCNC(=O)Nc2ccccc2C)CC1`?
GPR151 ag: 0.0; TEAD-YAP inh: 10; MITF primary: 8; FBW7 act: 0.0

What do the screens show for `NS(=O)(=O)c1ccc(CCNC(=O)CSc2nc3c(sc(=S)n3CC3CCCO3)c(=O)n2-c2ccc(F)cc2)cc1` (stereo unspecified)?
GPR151 ag: 2.4; TEAD-YAP inh: 9; MITF primary: 13; FBW7 act: 0.5

Results for CCOc1ccc(NC(=O)CSc2nc3c(sc(=S)n3CC3CCCO3)c(=O)n2-c2ccc(F)cc2)cc1 (stereo unspecified) ?
GPR151 ag: -0.5; TEAD-YAP inh: 16; MITF primary: -3; FBW7 act: 0.0

How did Cc1cc(=S)[nH]c2ccc(Cl)cc12 do in these assays?
GPR151 ag: -0.4; TEAD-YAP inh: 2; MITF primary: 4; FBW7 act: -0.1

What do the screens show for `O=S(=O)(c1ccc2[nH]c3c(c2c1)CCCC3)N1CCOCC1`?
GPR151 ag: 1.6; TEAD-YAP inh: -3; MITF primary: 7; FBW7 act: 0.0

Results for CCOC(=O)c1c(N)sc(C(=O)N2CCc3ccccc3C2)c1C ?
GPR151 ag: 0.1; TEAD-YAP inh: -1; MITF primary: 10; FBW7 act: -0.1

How did NS(=O)(=O)c1ccc(NC(=O)C23CC4CC(C2)CC(c2ccccc2)(C4)C3)cc1 do in these assays?
GPR151 ag: 0.8; TEAD-YAP inh: -2; MITF primary: -5; FBW7 act: 0.1

Results for CCOc1cc(/C=C2\NC(=O)NC2=O)ccc1OCCCOc1ccccc1C ?
GPR151 ag: 1.2; TEAD-YAP inh: 3; MITF primary: 11; FBW7 act: 0.0

How did COc1cc(NC(=O)c2cccc(-n3cc(/C=C/C(=O)c4ccccc4)cn3)c2)ccc1CN(C)C do in these assays?
GPR151 ag: -1.1; TEAD-YAP inh: 0; MITF primary: 11; FBW7 act: -0.2

Reprinted at random: 3 entries already listed, in no set order.
Results for N#CC1=C(N)Oc2cc3ccccc3cc2C1c1ccc(F)cc1 (stereo unspecified) ?
GPR151 ag: 3.2; TEAD-YAP inh: 47*; MITF primary: -7; FBW7 act: -0.1

How did Cc1ccc(NC(=O)c2ccc3ncsc3c2)cc1 do in these assays?
GPR151 ag: 1.7; TEAD-YAP inh: -52; MITF primary: 10; FBW7 act: 0.6

Results for COc1ccc(OC(C)C(=O)Nc2ccccc2C(N)=O)cc1 (stereo unspecified) ?
GPR151 ag: -1.2; TEAD-YAP inh: 3; MITF primary: 9; FBW7 act: -0.5

Next records follow.
How did CC(=O)Nc1nc(-c2ccc(OC(C)=O)cc2)cs1 do in these assays?
GPR151 ag: -1.8; TEAD-YAP inh: -8; MITF primary: 12; FBW7 act: 0.1

What do the screens show for `COc1ccc(N=C2NC(=O)CC(C(=O)Nc3ccc(Cl)cc3)S2)cc1` (stereo unspecified)?
GPR151 ag: -1.3; TEAD-YAP inh: -3; MITF primary: 15; FBW7 act: 1.2

Results for Cc1cc(SCC(=O)O)nc(N)n1 ?
GPR151 ag: 1.8; TEAD-YAP inh: 9; MITF primary: 4; FBW7 act: 0.0

How did C=CCn1c(=N)c(C(=O)NC)cc2c(=O)n3ccccc3nc21 do in these assays?
GPR151 ag: -0.4; TEAD-YAP inh: -4; MITF primary: 13; FBW7 act: -0.2

Results for COc1cc(/C=C2/C(=O)ON=C2c2ccc(Cl)cc2)ccc1O ?
GPR151 ag: 1.9; TEAD-YAP inh: 6; MITF primary: 61*; FBW7 act: -0.1

What do the screens show for `O=C(c1ccc(Cl)cc1)c1ccc(OCC(O)CN2CCOCC2)cc1` (stereo unspecified)?
GPR151 ag: -0.4; TEAD-YAP inh: 3; MITF primary: -2; FBW7 act: -0.1

What do the screens show for `Cc1ccc2ccc(C(Nc3ccccn3)c3cccc(O)c3)c(O)c2n1` (stereo unspecified)?
GPR151 ag: -0.1; TEAD-YAP inh: 8; MITF primary: 3; FBW7 act: 0.0

What do the screens show for `COC(=O)c1cccnc1-n1c(=O)c2cccnc2n(Cc2ccc(Cl)cc2)c1=O`?
GPR151 ag: 3.7; TEAD-YAP inh: -5; MITF primary: 6; FBW7 act: 0.0

Results for S=c1[nH]nc(N2CCOCC2)n1Cc1ccccc1 ?
GPR151 ag: 2.6; TEAD-YAP inh: 3; MITF primary: 8; FBW7 act: -0.1

Results for NC(=O)c1ccc[n+](CC(=O)Nc2ccccc2OC(F)F)c1 ?
GPR151 ag: -0.8; TEAD-YAP inh: -3; MITF primary: 5; FBW7 act: -0.1
